GLD-1 RNA inh – GLD-1-TGE RNA interaction inhibition (C. elegans); 320,000 compounds, 0.44% hits; purified GLD-1 + fluorescein TGE RNA, fluorescence polarization; inhibition, % at 5.96 µM;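 active = percent inhibition above a per-plate cutoff, the plate mean of test compounds plus 3 SD, cut at about 30% in these data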;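 also: 0% = DMSO wells with GLD-1 and probe and 100% = wells lacking GLD-1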
PAD4 FP inh – PAD4 (human) enzyme inhibition | recombinant PAD4, RCA probe fluorescence polarization | 330,000 compounds, 0.41% hits | AID 485272 | inhibition, % at 6.36 µM | Q9UM07;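 active = percent inhibition above a cutoff equal to the mean of all tested compounds plus 3 SD, cut at about 15% in these data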;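 also: 0% = PAD4 with RCA probe and DMSO and 100% = probe without PAD4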
Target sequence (Q9UM07 whole entry, looked up): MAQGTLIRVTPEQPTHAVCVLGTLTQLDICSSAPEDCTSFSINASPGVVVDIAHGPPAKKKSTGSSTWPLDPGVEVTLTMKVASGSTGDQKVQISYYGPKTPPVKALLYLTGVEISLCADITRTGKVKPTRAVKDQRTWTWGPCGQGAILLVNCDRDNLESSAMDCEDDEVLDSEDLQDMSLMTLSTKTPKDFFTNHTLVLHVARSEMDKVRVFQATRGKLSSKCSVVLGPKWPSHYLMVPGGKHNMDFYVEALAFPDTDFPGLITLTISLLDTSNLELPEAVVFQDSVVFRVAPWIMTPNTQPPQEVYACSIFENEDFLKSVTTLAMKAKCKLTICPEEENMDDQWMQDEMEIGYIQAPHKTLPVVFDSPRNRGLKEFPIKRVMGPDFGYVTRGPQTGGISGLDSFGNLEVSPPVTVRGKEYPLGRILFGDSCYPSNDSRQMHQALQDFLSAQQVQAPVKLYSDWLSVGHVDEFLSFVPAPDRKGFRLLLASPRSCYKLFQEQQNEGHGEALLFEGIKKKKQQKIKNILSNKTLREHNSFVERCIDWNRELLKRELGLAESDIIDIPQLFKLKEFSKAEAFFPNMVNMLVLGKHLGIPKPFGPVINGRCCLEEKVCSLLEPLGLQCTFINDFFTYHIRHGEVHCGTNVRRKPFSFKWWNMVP
GSTO1 counter – blocks human GSTO1 in RBBP9 counter-screen; P78417; recombinant GSTO1, activity-based probe fluorescence polarization; inhibition, % at 5.96 µM; 300,000 compounds, 1.1% hits; AID 1974;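 active = inhibition above the campaign mean inhibition plus 3 SD, cut at about 35% in these data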;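 also: 0% = GSTO1-1 with DMSO and 100% = wells lacking GSTO1-1 enzyme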
Fam108B counter – blocks mouse Fam108B hydrolase in RBBP9 counter-screen. AID 1947. 300,000 compounds, 0.33% hits. recombinant Fam108B, FP-Rh probe fluorescence polarization. inhibition, % at 9.51 µM;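 active = inhibition above the screen mean inhibition plus 3 SD, computed separately per campaign, cut at about 18% in these data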;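 also: inhibitors lower polarization as less probe binds the enzyme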
Bcl-xL primary – blocks human Bcl-xL binding to Bim BH3 peptide; GST-Bcl-xL / FITC-Bim BH3 peptide fluorescence polarization; AID 2129; 320,000 compounds, 0.7% hits; inhibition, % at 10.9 µM;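 active = inhibition above the mean of all tested compounds plus 3 SD, cutoff set per campaign, cut at about 30% in these data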;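 also: 0% = DMSO wells and 100% = unlabeled Bim-BH3 peptide competitor; inhibitors lower millipolarization by displacing the labeled peptide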
MEX-5 binding – C. elegans MEX-5 TCR-2 RNA binding activity. MEX-5/FITC-TCR2 RNA binding, fluorescence polarization; hits give low values. activity score (negative = inhibition of binding), % at 10 µM. 300,000 compounds, 0.38% hits. AID 1832;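 active = inhibition past about -25% in most replicates, and total fluorescence under double the plate's negative control median, limit read from the data; inconclusive = replicates evenly split on the limit, or fluorescence at least double controls; inactive = too little inhibition in most replicates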;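 also: 0% = DMSO and -100% = 5 µM competing unlabeled TCR2 RNA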
TPT1 inh – blocks Candida albicans tRNA 2'-phosphotransferase; recombinant caTPT1, FP RNA substrate dephosphorylation; AID 1962; inhibition, % at 5 µM; 300,000 compounds, 0.81% hits;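 active = inhibition above the mean of all tested compounds plus 3 SD, set per screening campaign, cut at about 24% in these data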;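 also: plate controls were DMSO alone for no effect and ferristatin control at 100 nM for full effect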
MCL1-BIM inh – disrupts human MCL1 binding to BIM-BH3 peptide; GST-MCL1 / FITC-Bim-BH3 fluorescence polarization; inhibition, % at 10.9 µM; 320,000 compounds, 0.68% hits;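 active = inhibition above the mean inhibition of all tested compounds plus 3 SD, set per campaign, cut at about 40% in these data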;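 also: 0% = DMSO wells and 100% = unlabeled Bim-BH3 peptide control; higher means more loss of mP so more displacement of Bim peptide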
PME-1 inh – PME-1 (human) inhibition; inhibition, % at 5.9 µM; recombinant PME-1, FP-Rh probe fluorescence polarization; AID 2130; 320,000 compounds, 0.53% hits;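 active = inhibition above the campaign mean of all compounds plus 3 SD, cut at about 26% in these data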;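 also: competitive labeling of PME-1 active site by serine hydrolase directed probe; 0% = PME-1 with DMSO and 100% = wells lacking PME-1 enzyme; inhibitors block probe labeling so polarization falls and inhibition rises; many of its hits are not listed in these tables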
Target sequence (Q9Y570 whole entry, looked up): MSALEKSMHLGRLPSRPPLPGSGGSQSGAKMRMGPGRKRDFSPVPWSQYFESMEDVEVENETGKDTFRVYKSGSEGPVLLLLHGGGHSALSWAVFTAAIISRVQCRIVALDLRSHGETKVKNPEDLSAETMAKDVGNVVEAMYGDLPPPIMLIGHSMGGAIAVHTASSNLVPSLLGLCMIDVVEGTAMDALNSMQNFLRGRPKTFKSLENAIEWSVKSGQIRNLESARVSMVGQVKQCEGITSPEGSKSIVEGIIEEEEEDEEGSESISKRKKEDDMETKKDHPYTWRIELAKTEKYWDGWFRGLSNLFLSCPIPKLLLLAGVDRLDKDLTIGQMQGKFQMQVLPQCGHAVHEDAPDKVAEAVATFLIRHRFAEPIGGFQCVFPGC
The depositor's hits bear a star. These rows are one share of the data (hit frequency here may not be typical).

Screening CCc1ccc(S(=O)(=O)Nc2c(C)nc3nc[nH]n3c2=O)cc1 returned GLD-1 RNA inh -5, PAD4 FP inh 3, GSTO1 counter 4, Fam108B counter 0, Bcl-xL primary 2, MEX-5 binding -0.6, TPT1 inh 2, MCL1-BIM inh 2 and PME-1 inh 1.
Screening COc1ccc(NC(=O)NCCCCc2ccccc2)c(OC)c1 returned GLD-1 RNA inh 0, PAD4 FP inh -2, GSTO1 counter -2, Fam108B counter 4, Bcl-xL primary 2, MEX-5 binding -1.2, TPT1 inh 4, MCL1-BIM inh 0 and PME-1 inh 3.
Cc1[nH]c(C)c(S(=O)(=O)Nc2ccccc2)c1C(=O)N1CCCC1 was read as GLD-1 RNA inh 2, PAD4 FP inh -3, GSTO1 counter 3, Fam108B counter -1, Bcl-xL primary 4, MEX-5 binding 0.0, TPT1 inh -4, MCL1-BIM inh 8 and PME-1 inh 1.
For Cc1ccc(OC(=O)c2cc(=O)c3ccccc3o2)cc1 the results were GLD-1 RNA inh 4, PAD4 FP inh -2, GSTO1 counter 3, Fam108B counter 1, Bcl-xL primary 4, MEX-5 binding 0.7, TPT1 inh -2, MCL1-BIM inh 7 and PME-1 inh 4.
COc1ccc(CCNC(=O)/C=C/C(=O)O)cc1 was read as GLD-1 RNA inh -2, PAD4 FP inh 2, GSTO1 counter 0, Fam108B counter 1, Bcl-xL primary 8, MEX-5 binding -3.2, TPT1 inh -4, MCL1-BIM inh 11 and PME-1 inh -3.
`CCS(=O)(=O)N1CCN(c2ccc(Cl)cc2[N+](=O)[O-])CC1` gave GLD-1 RNA inh -3, PAD4 FP inh 3, GSTO1 counter 2, Fam108B counter 1, Bcl-xL primary 3, MEX-5 binding -0.2, TPT1 inh 2, MCL1-BIM inh 7 and PME-1 inh -7.
For CCCCCn1c(SCc2cccc(C)c2)nc2c1c(=O)[nH]c(=O)n2C the results were GLD-1 RNA inh 2, PAD4 FP inh 2, GSTO1 counter 3, Fam108B counter 2, Bcl-xL primary 0, MEX-5 binding -0.3, TPT1 inh 0, MCL1-BIM inh 1 and PME-1 inh 1.
For O=c1[nH]c(C2CCN(S(=O)(=O)c3ccc(S(=O)(=O)NC4CC4)cc3)CC2)nc2c1nnn2Cc1cccc(F)c1 the results were GLD-1 RNA inh 8, PAD4 FP inh -4, GSTO1 counter -10, Fam108B counter 1, Bcl-xL primary 4, MEX-5 binding -2.5, TPT1 inh -1, MCL1-BIM inh 1 and PME-1 inh 23.
Screening COc1ccc(C(=O)C2CCCN(Cc3c(F)ccc(F)c3F)C2)c(OC)c1 (stereo not drawn) returned GLD-1 RNA inh 8, PAD4 FP inh 3, GSTO1 counter 31, Fam108B counter 0, Bcl-xL primary 5, MEX-5 binding -1.8, TPT1 inh -3, MCL1-BIM inh 4 and PME-1 inh -3.
COc1ccc(NC(=S)Nc2ccc(F)cc2)c(OC)c1 was read as GLD-1 RNA inh 5, PAD4 FP inh 0, GSTO1 counter 3, Fam108B counter 2, Bcl-xL primary 2, MEX-5 binding 0.3, TPT1 inh -1, MCL1-BIM inh 10 and PME-1 inh -1.
`Cc1ccccc1S(=O)(=O)Cc1ccc(C(=O)NCc2ccccc2)o1` gave GLD-1 RNA inh -1, PAD4 FP inh 2, GSTO1 counter 2, Fam108B counter 3, Bcl-xL primary 5, MEX-5 binding -2.4, TPT1 inh 0, MCL1-BIM inh 10 and PME-1 inh 1.
CC(=O)Nc1ccccc1NC(=O)c1ccccc1 was read as GLD-1 RNA inh 3, PAD4 FP inh 1, GSTO1 counter 3, Fam108B counter 2, Bcl-xL primary -2, MEX-5 binding -0.4, TPT1 inh 5, MCL1-BIM inh -10 and PME-1 inh -9.
For COc1ccc(NC(=O)C2CCN(c3cnccn3)CC2)cc1OC the results were GLD-1 RNA inh -6, PAD4 FP inh -5, GSTO1 counter 3, Fam108B counter -2, Bcl-xL primary 2, MEX-5 binding 0.6, TPT1 inh -2, MCL1-BIM inh -5 and PME-1 inh 1.
For CCC(COC)NCc1cn(-c2ccc(OC)cc2)nc1-c1cccc(F)c1 (stereo not drawn) the results were GLD-1 RNA inh -2, PAD4 FP inh -6, GSTO1 counter 2, Fam108B counter -3, Bcl-xL primary -2, MEX-5 binding 3.4, TPT1 inh 7, MCL1-BIM inh -1 and PME-1 inh -1.
`Cc1ccc(OCc2ccccc2C)c([N+](=O)[O-])n1` gave GLD-1 RNA inh 12, PAD4 FP inh -1, GSTO1 counter 10, Fam108B counter -1, Bcl-xL primary 5, MEX-5 binding 1.5, TPT1 inh -2, MCL1-BIM inh 7 and PME-1 inh -6.
Cc1ccc(CN2CC(C(=O)Nc3cccc(C)n3)CC2=O)cc1 (stereo not drawn) was read as GLD-1 RNA inh 4, PAD4 FP inh -1, GSTO1 counter 3, Fam108B counter -2, Bcl-xL primary -5, MEX-5 binding 0.1, TPT1 inh -4, MCL1-BIM inh -1 and PME-1 inh 7.
Cc1cc(C)n(C(=O)CNC(=O)C2COc3ccccc3O2)n1 (stereo not drawn) was read as GLD-1 RNA inh 0, PAD4 FP inh 1, GSTO1 counter 5, Fam108B counter -1, Bcl-xL primary 1, MEX-5 binding -1.0, TPT1 inh 2, MCL1-BIM inh 1 and PME-1 inh -2.
COc1cccc(/C=N/NC(=O)N/N=C/c2cccc(OC)c2O)c1O was read as GLD-1 RNA inh 1, PAD4 FP inh 2, GSTO1 counter 4, Fam108B counter 5, Bcl-xL primary 10, MEX-5 binding -9.8, TPT1 inh 0, MCL1-BIM inh 2 and PME-1 inh -34.
`Cc1ccc(OCC(=O)NC(=S)Nc2ccc(S(=O)(=O)Nc3cc(C)on3)cc2)c(Br)c1` gave GLD-1 RNA inh 1, PAD4 FP inh -6, GSTO1 counter -3, Fam108B counter -6, Bcl-xL primary 3, MEX-5 binding 1.4, TPT1 inh 1, MCL1-BIM inh 8 and PME-1 inh 3.
For O=C(CSc1nnc(-c2cccnc2)n1Cc1ccco1)c1ccc(Br)cc1 the results were GLD-1 RNA inh -7, PAD4 FP inh 3, GSTO1 counter 35, Fam108B counter 4, Bcl-xL primary 4, MEX-5 binding 1.8, TPT1 inh 4, MCL1-BIM inh 3 and PME-1 inh 3.
CCCCCC[N+](C)(C)CC/C=C1/c2ccccc2Sc2ccc(Cl)cc21 was read as GLD-1 RNA inh -1, PAD4 FP inh 3, GSTO1 counter -1, Fam108B counter -3, Bcl-xL primary 3, MEX-5 binding 1.5, TPT1 inh 1, MCL1-BIM inh -3 and PME-1 inh 4.
COc1ccccc1NC(=O)CN1C(=O)NC(CC(C)C)C1=O (stereo not drawn) was read as GLD-1 RNA inh 6, PAD4 FP inh 2, GSTO1 counter 5, Fam108B counter -4, Bcl-xL primary 1, MEX-5 binding -2.1, TPT1 inh 2, MCL1-BIM inh -1 and PME-1 inh -1.
CCN(CC)S(=O)(=O)c1cccc(-c2nnc(SCc3ncc(-c4ccccc4)o3)n2C)c1 was read as GLD-1 RNA inh 5, PAD4 FP inh -1, GSTO1 counter 13, Fam108B counter 4, Bcl-xL primary 4, MEX-5 binding -1.3, TPT1 inh -3, MCL1-BIM inh 5 and PME-1 inh 0.
For CN1CCN(c2ccc(NC(=O)c3cc4ccccc4o3)cc2)CC1 the results were GLD-1 RNA inh 1, PAD4 FP inh -2, GSTO1 counter 0, Fam108B counter 2, Bcl-xL primary -2, MEX-5 binding 3.0, TPT1 inh -1, MCL1-BIM inh 4 and PME-1 inh 5.
`COc1ccc(-c2cc(C(=O)Nc3cc(Br)ccc3O)no2)cc1` gave GLD-1 RNA inh 2, PAD4 FP inh -3, GSTO1 counter 2, Fam108B counter -15, Bcl-xL primary 2, MEX-5 binding 1.5, TPT1 inh -5, MCL1-BIM inh 2 and PME-1 inh -2.
For COC(=O)N1[C@H](C)C=C[C@]1(Cc1ccccc1)C(=O)O the results were GLD-1 RNA inh -3, PAD4 FP inh 6, GSTO1 counter 9, Fam108B counter 4, Bcl-xL primary 6, MEX-5 binding 1.7, TPT1 inh 1, MCL1-BIM inh 1 and PME-1 inh 0.
CC(C(=O)Nc1ccc2nccnc2c1)N1C(=O)C2C3C=CC(C3)C2C1=O (stereo not drawn) was read as GLD-1 RNA inh 1, PAD4 FP inh 13, GSTO1 counter 7, Fam108B counter 7, Bcl-xL primary 6, MEX-5 binding 0.9, TPT1 inh 1, MCL1-BIM inh 3 and PME-1 inh 1.
`O=C(Cn1c(=O)n(Cc2ccc(F)cc2)c(=O)c2ccccc21)NCC1CCCO1` (stereo not drawn) gave GLD-1 RNA inh -7, PAD4 FP inh -3, GSTO1 counter 0, Fam108B counter -1, Bcl-xL primary 3, MEX-5 binding 1.3, TPT1 inh -2, MCL1-BIM inh 5 and PME-1 inh -4.
For O=C(Cc1cccc2ccccc12)NN1C(=O)/C(=C\c2cccnc2)SC1=S the results were GLD-1 RNA inh 1, PAD4 FP inh -6, GSTO1 counter 7, Fam108B counter -7, Bcl-xL primary -12, MEX-5 binding -0.2, TPT1 inh 2, MCL1-BIM inh 3 and PME-1 inh -2.
For CCOc1ccccc1OC(=O)c1cc2ccccc2oc1=O the results were GLD-1 RNA inh -3, PAD4 FP inh -5, GSTO1 counter 3, Fam108B counter 0, Bcl-xL primary 4, MEX-5 binding 1.4, TPT1 inh -4, MCL1-BIM inh 1 and PME-1 inh 4.
Screening CC(Oc1ccc(Cl)cc1Cl)/C(N)=N/O (stereo not drawn) returned GLD-1 RNA inh -1, PAD4 FP inh -4, GSTO1 counter 3, Fam108B counter -5, Bcl-xL primary 0, MEX-5 binding -0.1, TPT1 inh 2, MCL1-BIM inh -2 and PME-1 inh 0.
CCOc1ccc(NC(=O)c2ccc(S(=O)(=O)N3CCOCC3)cc2)cc1 was read as GLD-1 RNA inh 1, PAD4 FP inh -2, GSTO1 counter -4, Fam108B counter 3, Bcl-xL primary 4, MEX-5 binding -1.7, TPT1 inh -1, MCL1-BIM inh 16 and PME-1 inh 1.
Screening Cc1ccc(C(=O)NCC(=O)Nc2ccc(C)c(S(=O)(=O)Nc3ccc(Cl)cc3)c2)s1 returned GLD-1 RNA inh -9, PAD4 FP inh -6, GSTO1 counter -24, Fam108B counter -17, Bcl-xL primary -3, MEX-5 binding -7.8, TPT1 inh 4, MCL1-BIM inh -3 and PME-1 inh -16.
For COc1cc(NC(=O)c2nnn(Cc3ccc(SC)cc3)c2N)cc(OC)c1 the results were GLD-1 RNA inh 3, PAD4 FP inh -1, GSTO1 counter -9, Fam108B counter -7, Bcl-xL primary 10, MEX-5 binding -1.3, TPT1 inh -4, MCL1-BIM inh 7 and PME-1 inh -38.
For O=C1c2ccccc2C(O)(c2ncc[nH]2)N1CCc1ccccc1 (stereo not drawn) the results were GLD-1 RNA inh 2, PAD4 FP inh 0, GSTO1 counter -1, Fam108B counter 6, Bcl-xL primary 4, MEX-5 binding 3.8, TPT1 inh -1, MCL1-BIM inh -3 and PME-1 inh 4.
Screening CC1(C)CC(=O)C2=C(C1)Nc1ccccc1S2 returned GLD-1 RNA inh 49*, PAD4 FP inh 1, GSTO1 counter 8, Fam108B counter -2, Bcl-xL primary 56*, MEX-5 binding inconclusive, TPT1 inh -15, MCL1-BIM inh 59* and PME-1 inh -3.

Screens: PubChem, several laboratories
